# M4 PAM = CHRM4 positive allosteric modulation | CHO-K1 hM4/Gqi5, Fluo-8 calcium fluorescence, ACh EC20; 0% = ACh EC20, 100% = maximal ACh | activation, % at 3 µM | P08173 | actives 0.4% (n = 360,000);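 active = activation above its plate's cutoff, the mean activation of sample wells plus 3 SD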; also: some results filed as inactive read as strong as hits
# Target sequence (P08173 whole entry, looked up): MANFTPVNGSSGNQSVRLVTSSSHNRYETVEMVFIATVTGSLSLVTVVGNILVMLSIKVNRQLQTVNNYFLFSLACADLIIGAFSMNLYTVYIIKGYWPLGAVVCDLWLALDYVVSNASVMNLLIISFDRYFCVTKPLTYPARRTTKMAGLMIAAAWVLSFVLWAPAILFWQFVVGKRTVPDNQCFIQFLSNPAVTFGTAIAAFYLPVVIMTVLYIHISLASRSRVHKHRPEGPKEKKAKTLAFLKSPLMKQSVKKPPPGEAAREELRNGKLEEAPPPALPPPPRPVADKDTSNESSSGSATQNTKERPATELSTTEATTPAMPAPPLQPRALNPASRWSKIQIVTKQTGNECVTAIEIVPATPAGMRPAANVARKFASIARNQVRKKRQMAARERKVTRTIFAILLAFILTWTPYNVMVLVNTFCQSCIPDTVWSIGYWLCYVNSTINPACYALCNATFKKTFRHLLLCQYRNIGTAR
# CHRM5 agonist = CHRM5 agonism in calcium assay. CHO-K1 hM5 cells, Fluo-8 calcium fluorescence; 0% DMSO wells, 100% maximal acetylcholine response. actives 0.19% (n = 360,000). AID 624037. activation, % at 3 µM;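 active = activation above the run's mean over test compounds plus 3 SD, cut at about 23% in these data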;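 also: signal is peak over basal fluorescence ratio across the kinetic read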
# Target sequence (P08912 whole entry, looked up): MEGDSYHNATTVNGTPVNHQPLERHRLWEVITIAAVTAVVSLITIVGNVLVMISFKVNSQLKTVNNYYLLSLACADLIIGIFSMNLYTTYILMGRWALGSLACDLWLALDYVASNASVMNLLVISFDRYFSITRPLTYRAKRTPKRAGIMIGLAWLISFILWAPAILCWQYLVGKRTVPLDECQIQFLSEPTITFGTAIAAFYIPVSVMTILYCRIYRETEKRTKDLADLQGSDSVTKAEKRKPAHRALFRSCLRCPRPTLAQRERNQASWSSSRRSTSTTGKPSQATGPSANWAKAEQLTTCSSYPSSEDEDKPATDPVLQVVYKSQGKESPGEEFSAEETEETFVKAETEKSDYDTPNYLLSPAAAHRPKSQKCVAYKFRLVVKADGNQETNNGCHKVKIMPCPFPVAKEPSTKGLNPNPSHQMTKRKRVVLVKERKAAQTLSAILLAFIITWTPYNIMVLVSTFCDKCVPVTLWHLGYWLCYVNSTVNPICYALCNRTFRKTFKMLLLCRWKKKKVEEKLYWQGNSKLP
# CRFR2-BP ag = agonists of human CRF-binding protein/CRF-R2 receptor complex; HEK293 CRF-R2/CRF-BP, calcium dye fluorescence (FLIPR); percent of saturating CRF peptide response; activation, % at 13.2 µM; actives 0.46% (n = 350,000); AID 588473;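 active = activation of at least 50%, plus an integration ratio under a set limit after plate pattern correction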;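 also: plate controls were neutral control wells without compound for no effect and CRF at EC100 for full effect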
# CHRM5 antagonist = CHRM5 antagonism in calcium assay; P08912; CHO-hM5 cells, Fluo-8 calcium fluorescence, ACh EC80; inhibition, % at 3 µM; actives 0.59% (n = 360,000);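 active = inhibition above a per-plate cutoff, the mean of that plate's test compounds plus 3 SD, cut at about 27% in these data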;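 also: 0% = acetylcholine EC80 with DMSO and 100% = DMSO without agonist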
# TAAR1 antag = antagonists of human TAAR1 | inhibition, % at 3 µM | actives 1.5% (n = 360,000) | AID 624466 | Q96RJ0 | CHO RD-HGA16 TAAR1, Fluo-8 calcium fluorescence, antagonist;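 active = inhibition above a per-plate cutoff, the mean inhibition of test compounds on that plate plus 3 SD, cut at about 49% in these data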;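 also: 0% = DMSO plus EC80 beta-PEA response and 100% = DMSO alone without agonist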
#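 Material: CHO RD-HGA16 cells bearing hTAAR1; compound dosing: one-point dosing, 3 µM nominal final; schedule: dye loading 75 min at 37 °C, then 30 min room temperature; measured by: calcium fluorescence with Fluo-8; control set: vehicle and agonist controls; replication: n of 1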
# CHRM5 PAM = CHRM5 positive allosteric modulation. P08912. CHO-K1 hM5, Fluo-8 calcium, ACh EC20 PAM; 0% = ACh EC20, 100% = ACh EC100. activation, % at 3 µM. actives 0.3% (n = 360,000). AID 624038;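 active = activation above the run cutoff, the mean activation of all test compounds plus 3 SD, cut at about 18% in these data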
#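 Probe or stimulus: acetylcholine, EC20 level; Assay system: human M5 receptor in CHO-K1 cells; Schedule: compound preincubation 140 s before EC20 acetylcholine addition; Technique: intracellular calcium via Fluo-8 fluorescence; Dosing: single-point, 3 µM nominal; Read-out basis: percent activation from peak-over-basal fluorescence ratio, scaled EC20-to-EC100 acetylcholine; Repeats: one well per compound, no replicates.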
# TAAR1 agonist = human TAAR1 agonism | Q96RJ0 | CHO RD-HGA16 TAAR1, Fluo-8 calcium fluorescence; vehicle wells 0%, saturating PEA agonist 100% | activation, % at 3 µM | actives 0.99% (n = 360,000) | AID 624467;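 active = activation above the mean activation of all test compounds in the run plus 3 SD, cut at about 38% in these data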
#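 Test system: RD-HGA16 (CHO) cells co-expressing Gα16 and hTAAR1 | Doses: Single dose, 3 µM | Schedule: 17-24 h seeding, 75 min 37 °C dye, 30 min RT | Evaluation: % activation from peak over basal fluorescence ratio, DMSO-to-PEA scaled | Technique: Kinetic Fluo-8 calcium fluorescence | Benchmarks: Low control DMSO, high control PEA (EC100)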
# CHO-K1 Ca PAM = M1 PAM counterscreen hit in parental CHO-K1 cells | ATP EC20, Fluo-8 calcium fluorescence; 0% at ATP EC20, 100% at ATP max | activation, % at 3 µM | actives 0.02% (n = 360,000) | AID 602247;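 active = activation above the run cutoff, the mean activation of all test compounds plus 3 SD, cut at about 40% in these data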;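 also: peak over basal fluorescence ratio in a 140 s read after ATP addition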
# CRFR2-BP antag = antagonists of CRF-binding protein/CRF-R2 receptor complex; inhibition, % at 11.8 µM; actives 0.59% (n = 350,000); HEK293 CRF-R2/CRF-BP, CRF-induced calcium fluorescence; AID 588475;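 active = inhibition of the ligand-induced calcium signal above about 50% at the single tested concentration, limit read from the data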
# An asterisk follows results filed as active; nt = not tested or not shown.
SMILES,M4 PAM,CHRM5 agonist,CRFR2-BP ag,CHRM5 antagonist,TAAR1 antag,CHRM5 PAM,TAAR1 agonist,CHO-K1 Ca PAM,CRFR2-BP antag
Cc1ccc(S(=O)(=O)N(C)c2ccc(OCC(=O)NCc3ccco3)cc2)cc1,-3,0,-0.3,0,1,-3,15,8,0
Cc1ccc2c(C)c(C(=O)N3CCN(Cc4ccc5c(c4)OCO5)CC3)oc2c1C,5,-5,1.8,2,-69,-3,-1,13,9
Cc1cc(C)n(-c2ncccc2[N+](=O)[O-])n1,-18,6,-0.8,5,-1,-8,0,11,-12
Cc1cc(SCC(=O)N/N=C/c2ccc(O)cc2O)c(C)cc1Br,-4,2,-1.6,14,48,-10,15,-2,25
COc1ccc(OCC(=O)N/N=C/C=C/c2ccccc2)cc1,11,-1,-1.1,6,-5,-4,16,2,-10
Cc1ccc(S(=O)(=O)NC(C)(C)C)cc1C(=O)OCC(=O)N1CCCC1=O,5,5,3.2,5,-20,-7,1,-30,-22
Cc1ccc2nc(SCc3nnc(-c4ccccc4)o3)[nH]c2c1,0,-2,-3.0,1,15,-3,5,13,-3
CCc1nnc(NC(=O)c2ccc(Cl)c(S(=O)(=O)N3CCc4ccccc43)c2)s1,-4,4,0.5,10,20,-14,13,-1,-1
CCC(=O)Nc1nnc(S(=O)(=O)N2CCc3ccccc32)s1,1,-2,-0.6,-1,-14,0,0,17,-2
CC(C)N(CC(N)=O)c1ccc(S(=O)(=O)N2CCCC2)cn1,5,-1,0.8,5,-7,6,12,12,0
COCCCn1c(Cc2csc(Nc3ccccc3)n2)nnc1SCC(N)=O,-4,-1,0.1,-1,-10,3,7,14,-3
CCOc1ccccc1C1CC(=O)Nc2cc(OC)c(OC)c(OC)c21 (centres undefined),5,0,-0.5,-2,-9,-2,10,13,-21
Clc1ccc(CNc2nc(CN3CCOCC3)nc3scc(-c4ccccc4)c23)cc1,-13,-5,-2.8,14,25,-11,1,24,26
CC(C)[C@H](NC(=O)C1CCN(C(=O)[C@H](Cc2ccccc2)NC(=O)OC(C)(C)C)CC1)C(=O)O,0,-4,0.8,8,-9,-3,3,3,-6
Fc1ccc(/C=N/Nc2cc(N3CCOCC3)ncn2)cc1,7,-1,-6.8,4,2,4,0,4,2
FC(F)(F)c1nc2ccccc2nc1N/N=C/c1ccc(Cl)cc1,8,-7,-3.1,-14,39,3,15,11,9
C[C@H](CO)N1C[C@H](C)[C@@H](CN(C)C(=O)Nc2ccccc2)Oc2c(NS(=O)(=O)c3ccccc3)cccc2C1=O,-4,2,-1.0,10,-1,-1,1,6,-5
Cc1ccccc1NC1=NC(C)(C)N=C(N)N1,5,-3,3.8,-6,-1,3,2,0,-9
CCN(C(=O)COC(=O)/C=C/c1ccc(C)o1)c1c(N)n(Cc2ccccc2)c(=O)[nH]c1=O,13,1,0.0,3,-8,-2,1,-13,-6
Cc1cc(NC(=O)CCC(=O)N(c2ccc(F)cc2)C(C(=O)NC2CCCC2)c2ccccc2)no1 (centres undefined),0,-2,-0.6,1,-2,3,-1,6,13

# 6 of the compounds above, with tabs.
mol	M4 PAM	CHRM5 agonist	CRFR2-BP ag	CHRM5 antagonist	TAAR1 antag	CHRM5 PAM	TAAR1 agonist	CHO-K1 Ca PAM	CRFR2-BP antag
COc1ccc(OCC(=O)N/N=C/C=C/c2ccccc2)cc1	11	-1	-1.1	6	-5	-4	16	2	-10
CCc1nnc(NC(=O)c2ccc(Cl)c(S(=O)(=O)N3CCc4ccccc43)c2)s1	-4	4	0.5	10	20	-14	13	-1	-1
Cc1cc(NC(=O)CCC(=O)N(c2ccc(F)cc2)C(C(=O)NC2CCCC2)c2ccccc2)no1 (centres undefined)	0	-2	-0.6	1	-2	3	-1	6	13
Cc1cc(SCC(=O)N/N=C/c2ccc(O)cc2O)c(C)cc1Br	-4	2	-1.6	14	48	-10	15	-2	25
COCCCn1c(Cc2csc(Nc3ccccc3)n2)nnc1SCC(N)=O	-4	-1	0.1	-1	-10	3	7	14	-3
CCOc1ccccc1C1CC(=O)Nc2cc(OC)c(OC)c(OC)c21 (centres undefined)	5	0	-0.5	-2	-9	-2	10	13	-21

# Next part
SMILES,M4 PAM,CHRM5 agonist,CRFR2-BP ag,CHRM5 antagonist,TAAR1 antag,CHRM5 PAM,TAAR1 agonist,CHO-K1 Ca PAM,CRFR2-BP antag
c1ccc(CSc2nnc(Cc3ccccc3)o2)cc1,-1,-5,-2.2,4,-24,0,9,18,1
CNC(=O)N(C1=NCCCCC1)c1ccc(Br)cc1,-9,-9,-1.5,-1,-14,-8,-2,0,2
CC1(OC(=O)CCc2ccccc2)C(=O)C=C2C=C(c3ccc(C#N)cc3)N(CCc3c[nH]c4ccccc34)C=C2C1=O (centres undefined),3,0,0.0,12,-10,-5,5,-2,-2
CCOC(=O)C1(CCc2ccccc2)CCN(Cc2ccc(O)cc2)CC1,-14,-13,1.2,24,0,-29,9,7,-18
COC(=O)C1CCN(C(=O)c2ccc(Cl)c(S(=O)(=O)NCc3cccnc3)c2)CC1,0,2,1.7,0,2,-1,3,21,4
COCCNC(=O)CN(c1ccc(OC)c(OC)c1)S(=O)(=O)c1ccc(C)cc1,-3,-2,-0.3,1,-11,-1,7,14,-4
COc1cccc2c1C(=O)c1ccc3ccccc3c1C2=O,-4,-1,0.2,5,nt,-1,nt,7,7
Cc1ccc(C(=O)Nc2ccc(Br)cc2)cc1S(=O)(=O)Nc1ccccn1,4,1,-0.9,1,0,4,66*,13,-19
Cc1ccc(N2C(=O)[C@@H]3[C@H](C2=O)[C@H]2C=CC=NN2[C@@H]3C(=O)Nc2ccc(Cl)cc2)cc1,5,1,1.8,5,-6,-1,-1,-5,28
COc1ccc(C(=O)N=C2CCC(C#N)=C3c4cc(OC)c(OC)cc4CCN23)cc1,4,-2,-0.1,-4,-13,3,2,23,-17
C/C(CC(=O)NCc1ccccc1Cl)=N/NC(=O)c1ccccn1,2,-1,-3.1,10,8,-6,0,4,5
O=C1CC(NS(=O)(=O)c2cccs2)CN1c1ccc(F)cc1 (centres undefined),8,2,-0.5,2,-12,-1,0,6,-6
Cc1ccc(S(=O)(=O)N2CCC3(CC2)OCCN3S(=O)(=O)c2cccs2)cc1,-2,10,0.7,1,12,-11,3,-5,-5
CC1(C(=O)NS(=O)(=O)c2cccc(F)c2)CCN1C(=O)c1cccc2ccccc12 (centres undefined),1,1,nt,-2,-4,0,0,-4,nt
COc1cc(NC(=O)c2ccc(CNc3c(N4CCOCC4)c(=O)c3=O)cc2)cc(OC)c1,1,1,-0.4,2,2,-1,0,7,15
O=C(NCc1cccc(C(F)(F)F)c1)c1ccc2c(c1)OCO2,3,-5,0.6,7,3,-3,0,13,4
Cc1cc(NC(=O)CSCCO)no1,5,-2,-0.5,6,-3,-5,9,5,11
CC(CCc1ccccc1)NC(=O)Cc1ccccc1 (centres undefined),2,-4,-6.2,0,-1,0,11,-2,24
O=S1(=O)N=C(N2CCN(c3ccc(F)cc3)CC2)c2ccccc21,7,2,-4.3,-5,8,3,2,18,-8
NNC(=O)c1ccc2nc(-c3ccc(Br)cc3)cn2c1,8,2,-1.6,7,1,-3,3,7,11

# Some of the entries above, set out differently:
# Every second line gives: M4 PAM, CHRM5 agonist, CRFR2-BP ag, CHRM5 antagonist, TAAR1 antag, CHRM5 PAM, TAAR1 agonist, CHO-K1 Ca PAM, CRFR2-BP antag
> C/C(CC(=O)NCc1ccccc1Cl)=N/NC(=O)c1ccccn1
    2, -1, -3.1, 10, 8, -6, 0, 4, 5
> O=C1CC(NS(=O)(=O)c2cccs2)CN1c1ccc(F)cc1 (centres undefined)
    8, 2, -0.5, 2, -12, -1, 0, 6, -6
> Cc1ccc(S(=O)(=O)N2CCC3(CC2)OCCN3S(=O)(=O)c2cccs2)cc1
    -2, 10, 0.7, 1, 12, -11, 3, -5, -5
> CC1(C(=O)NS(=O)(=O)c2cccc(F)c2)CCN1C(=O)c1cccc2ccccc12 (centres undefined)
    1, 1, nt, -2, -4, 0, 0, -4, nt
> COc1cc(NC(=O)c2ccc(CNc3c(N4CCOCC4)c(=O)c3=O)cc2)cc(OC)c1
    1, 1, -0.4, 2, 2, -1, 0, 7, 15
> O=C(NCc1cccc(C(F)(F)F)c1)c1ccc2c(c1)OCO2
    3, -5, 0.6, 7, 3, -3, 0, 13, 4

# (listing goes on)
SMILES,M4 PAM,CHRM5 agonist,CRFR2-BP ag,CHRM5 antagonist,TAAR1 antag,CHRM5 PAM,TAAR1 agonist,CHO-K1 Ca PAM,CRFR2-BP antag
COc1ccc(-c2csc(C(C)(O)c3ccccc3)n2)cn1 (centres undefined),4,0,nt,4,-21,0,1,19,nt
CCN(CC)C(=O)CSc1nc(O)c(Cc2ccccc2)c(=O)n1-c1ccc(C)cc1,-3,-3,-1.0,5,-14,4,3,-7,-4
CCn1nnc(NC(=O)C(C)(c2ccccc2)c2ccccc2)n1,-4,-1,3.1,3,-12,2,4,5,3
Cc1ccc(CCn2c3c(c4ccccc42)CN(C)CC3)cn1,-8,-6,1.0,4,5,-11,1,13,12
Cc1ccc2nc(Cl)c(/C=N/NC(=O)CN3CCOCC3)cc2c1,0,-4,-2.2,6,-10,-1,0,10,-9
O=C(CSc1nnc(-c2ccco2)o1)Nc1ccccc1Cl,0,-1,-1.1,-7,-11,4,1,2,8
Clc1ccc(COc2ccccc2-c2ccnc3ncnn23)cc1,12,-5,-2.4,6,11,-4,7,-12,-4
COc1ccc(CCNC(=O)CSc2nnc(-c3ccc(F)cc3)o2)cc1OC,-1,0,3.3,-1,-3,-2,-1,2,-25
CCCCCCCCCCCCN1[C@@H](CC(C)=O)c2cc(F)cc(F)c2S1(=O)=O,6,2,0.2,2,1,6,-1,15,1
CSc1ccccc1NC(=O)CN(C)C(=O)c1c(C)nn(Cc2ccccc2)c1C,9,1,-1.7,6,-3,8,3,-10,-27
COc1cc(=O)n(C)c2cc(N(C)C)ccc12,10,-6,-3.0,-2,1,8,3,19,26
O=C(CNC(c1ccccc1)c1ccccc1)Nc1ccccc1F,-8,-4,0.9,3,-20,9,-2,9,2
COc1cccc(C(=O)NN2C(=O)C3C4C=CC(O4)C3C2=O)c1 (centres undefined),2,1,0.8,-6,-13,6,-1,20,9
O=c1[nH]c(/C=C/c2ccccc2Cl)nc2ccccc12,1,-1,4.7,4,-3,-2,0,1,-11
COc1ccccc1N1CCc2c(C)nc3c(OC)cccc3c21,-10,-6,-1.1,0,nt,2,nt,3,2
O=C(NCc1ccco1)c1ccc2sc([C@H]3C[C@H](O)[C@@H](CO)O3)nc2c1,-2,2,nt,5,-32,-4,4,-4,nt

# Assay outcomes: PubChem, several laboratories

# Outcome played no part in choosing rows, and some 4.2% of all compounds hit somewhere here.
